E-sel inducer = induces E-selectin expression in human endothelial cells; P16581; HUVEC E-selectin immunofluorescence imaging; normalized: neutral wells 0, TNF-alpha wells 100; activation, % at 7.58 µM; 260,000 compounds, 0.37% hits;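 active = mean E-selectin-positive cell signal at least 10% of the positive control, reached in at least 60% of replicates, without over 20% cell loss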;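 also: in these data hits start at about 27%; measured in HUVEC primary endothelial cells; signal is the percent of cells scored E-selectin positive by PE staining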
Target sequence (P16581 whole entry, looked up): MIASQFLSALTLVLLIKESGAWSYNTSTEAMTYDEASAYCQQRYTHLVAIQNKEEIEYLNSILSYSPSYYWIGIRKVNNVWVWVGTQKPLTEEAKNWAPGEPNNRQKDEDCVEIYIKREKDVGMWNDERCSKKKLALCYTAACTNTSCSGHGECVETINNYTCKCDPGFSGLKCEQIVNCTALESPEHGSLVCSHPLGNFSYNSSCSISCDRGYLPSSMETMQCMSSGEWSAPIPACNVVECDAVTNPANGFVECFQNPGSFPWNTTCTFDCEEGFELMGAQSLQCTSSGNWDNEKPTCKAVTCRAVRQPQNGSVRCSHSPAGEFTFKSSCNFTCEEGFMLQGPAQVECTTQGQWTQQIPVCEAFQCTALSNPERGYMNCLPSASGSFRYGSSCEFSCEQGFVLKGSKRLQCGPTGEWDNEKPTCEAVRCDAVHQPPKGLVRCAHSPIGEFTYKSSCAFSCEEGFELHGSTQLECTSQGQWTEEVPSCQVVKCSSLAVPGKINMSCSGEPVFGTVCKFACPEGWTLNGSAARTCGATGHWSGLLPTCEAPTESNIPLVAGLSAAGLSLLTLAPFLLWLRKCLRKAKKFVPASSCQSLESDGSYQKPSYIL
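assay system = HUVEC, human umbilical vein endothelial cells | input = 3,000 HUVEC seeded per well | medium = EGM-2 growth medium on 0.1% gelatin-coated wells | dosing = one compound dose added by pin transfer | signal = immunofluorescence imaging | read-out basis = % PE-positive cells | control set = TNF-alpha, DMSO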
Xi reactivation = X-chromosome reactivation activator. XiGFP mouse fibroblasts, % GFP-positive cells imaging, 3 d; cells co-treated with 5-aza-dC sensitizer; scaled so ellipticine positive control = 100%. activation, % at 7.58 µM. 360,000 compounds, 0.055% hits;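 active = mean normalized replicate activation at least 10% and every replicate at or above 10%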;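 also: 0% = median of on-plate neutral control wells and 100% = ellipticine 6 µM median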
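System: 68-5-11 XiGFP fibroblast line; Timing: 3 days compound exposure; Compound dosing: one concentration, pinned; Benchmarks: positive control ellipticine, 6 µM final; Buffer or medium: DMEM containing 5-aza-dC.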
RAD54 branch = RAD54 (human) branch migration inhibition | Q92698 | RAD54 Holliday junction branch migration, FAM/BHQ fluorescence | inhibition, % at 10.4 µM | 360,000 compounds, 0.14% hits;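 active = mean normalized replicate activity at least 40 and at least half of replicates scoring 40 or more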;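 also: 0% = median of neutral control wells and 100% = median of positive control wells; inhibitors cause a drop in the FAM fluorescence signal; in these data hits start at about 50%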
FN deposit inh = fibronectin deposition inhibition; AH1F fibroblasts, Alexa488-fibronectin deposition fluorescence, overnight; inhibition, % at 12.6 µM; 350,000 compounds, 0.086% hits;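 active = mean inhibition across replicates of 30% or more, regardless of how many single replicates reach that level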;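 also: positive control wells lacked labelled fibronectin entirely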
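test system = AH1F fibroblasts assembling fluorescent fibronectin matrix | quantity = 10000 AH1F cells per well | buffer or medium = DMEM plus 2% serum, read in PBS | doses = single dose, pinned | incubation = 1 h cell attachment, overnight exposure to compound and label | detection = fluorescence at 485 nm excitation, 525 nm emission | read-out basis = inhibition from reduced deposited-fibronectin fluorescence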
RAD52 inh = inhibitors of human RAD52 DNA annealing. P43351. recombinant RAD52 DNA annealing, FRET fluorescence. inhibition, % at 18.7 µM. 360,000 compounds, 0.46% hits;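 active = every replicate showing at least 50% inhibition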
Target sequence (P43351 whole entry, looked up): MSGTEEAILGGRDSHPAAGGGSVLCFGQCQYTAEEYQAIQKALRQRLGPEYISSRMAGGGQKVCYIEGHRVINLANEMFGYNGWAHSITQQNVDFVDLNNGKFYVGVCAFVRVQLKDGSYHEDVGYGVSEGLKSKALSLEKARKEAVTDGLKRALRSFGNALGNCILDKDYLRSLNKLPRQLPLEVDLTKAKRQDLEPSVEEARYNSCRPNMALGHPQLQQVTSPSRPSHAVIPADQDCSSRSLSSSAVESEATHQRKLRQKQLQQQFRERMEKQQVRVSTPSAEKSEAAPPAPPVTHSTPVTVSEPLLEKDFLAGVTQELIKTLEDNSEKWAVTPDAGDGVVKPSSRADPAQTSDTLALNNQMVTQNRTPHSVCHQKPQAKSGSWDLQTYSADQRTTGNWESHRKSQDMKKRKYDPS
S100A4 MyoIIA = inhibitors of human S100A4 binding to myosin IIA peptide; S100A4/TAMRA-MyoIIA peptide fluorescence polarization; AID 652163; P26447; inhibition, % at 10.7 µM; 360,000 compounds, 0.14% hits;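 active = mean inhibition of at least 70% across replicates, with every replicate also reaching that level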
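Compound dosing: one dose per compound; test system: human S100A4 monomer with TAMRA-labelled myosin IIA peptide; probe or stimulus: TAMRA-labelled myosin IIA heavy-chain peptide probe, 5 nM; medium: HEPES buffer with Ca2+, pH 7.2; schedule: 5 min incubation before reading; benchmarks: neutral control DMSO, positive control TFP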
esBAF inh = SWI/SNF esBAF complex inhibition; mouse ES cells, Bmi1-luciferase knock-in reporter, 24 h; 100% = twice the neutral-well signal; reporter increase, % at 12.5 µM; AID 602393; 350,000 compounds, 2% hits; in the data active = activation above about 40%;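 also: 0% = median of the plate's neutral control wells and 100% = double that signal; a rise in the Bmi1 reporter signal indicates esBAF inhibition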
EWS-Fli block = blocks EWS/Fli oncoprotein-driven transcription; A673 NR0B1-luciferase reporter, viability-normalised; inhibition, % at 12.6 µM; 350,000 compounds, 0.67% hits;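 active = mean inhibition of at least 50% after viability correction, with every replicate also passing that limit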;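 also: firefly luciferase signal divided by Alamar Blue viability fluorescence both relative to DMSO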
The depositor's hits bear a star.

For COc1ccc(CNC(=O)[C@H](Cc2ccccc2)NC(=O)CC[C@H]2O[C@@H](n3ccc(=O)[nH]c3=O)[C@H](O)[C@@H]2O)cc1 the results were E-sel inducer 7.3, Xi reactivation 0.0, RAD54 branch 0, FN deposit inh 0, RAD52 inh -4, S100A4 MyoIIA -3, esBAF inh 6 and EWS-Fli block -2.
For C[C@H](CO)N1C[C@H](C)[C@H](CN(C)C(=O)c2ccc(F)cc2)Oc2ncc(C#CC3CC3)cc2C1=O the results were E-sel inducer -0.3, Xi reactivation 0.2, RAD54 branch -1, RAD52 inh 4, S100A4 MyoIIA -19, esBAF inh -10 and EWS-Fli block -4.
For CCCNC(=O)C1(C)CCN(C(=O)Cc2ccc(OC)c(OC)c2)C1 (stereo not given) the results were E-sel inducer -0.1, Xi reactivation -0.1, RAD54 branch -3, FN deposit inh -5, RAD52 inh -7, S100A4 MyoIIA -1, esBAF inh 5 and EWS-Fli block -11.
O=C(NCCc1ccccc1)c1ccc(NS(=O)(=O)c2ccc3[nH]c(=O)[nH]c3c2)cc1 was read as Xi reactivation 0.0, FN deposit inh -10, RAD52 inh -8, S100A4 MyoIIA -1 and EWS-Fli block -25.
O=C(NCCN1CCNC1=O)C1CCC(=O)N(CCc2ccc(Cl)cc2)C1 (stereo not given) was read as Xi reactivation 0.0, RAD54 branch -9, FN deposit inh -4, RAD52 inh -4, S100A4 MyoIIA 7, esBAF inh 10 and EWS-Fli block -20.
Screening CC1NC(=O)c2cc3ccccc3cc2-n2c1nc1cc(Cl)ccc1c2=O (stereo not given) returned E-sel inducer 0.2, Xi reactivation 0.0, RAD54 branch 1, FN deposit inh -16, RAD52 inh -36, S100A4 MyoIIA -4, esBAF inh -3 and EWS-Fli block 4.
For Cc1[nH]n(-c2ccc(F)cc2)c(=O)c1C=Nc1ccc(S(=O)(=O)N(C)C)cc1 the results were Xi reactivation 0.0, RAD54 branch 0, FN deposit inh 3, RAD52 inh -8, S100A4 MyoIIA -7 and EWS-Fli block 4.
For Cc1csc(SCC(=O)Nc2cc(F)ccc2C)n1 the results were E-sel inducer 0.2, Xi reactivation 0.0, RAD54 branch 6, FN deposit inh -8, RAD52 inh 4, S100A4 MyoIIA 0, esBAF inh -2 and EWS-Fli block -2.
COc1ccccc1C#Cc1ccc2c(c1)[C@H]1[C@H](CCN1C(=O)CN1CCOCC1)[C@@H](CO)N2 was read as E-sel inducer 0.2, Xi reactivation 0.2, FN deposit inh -1, RAD52 inh -4 and S100A4 MyoIIA -9.
Cc1ccccc1C(=O)Nc1ccccc1NC(=O)c1ccccc1Br was read as E-sel inducer -0.2, Xi reactivation 0.4, RAD54 branch -5, FN deposit inh 2, RAD52 inh 3, S100A4 MyoIIA -7, esBAF inh 7 and EWS-Fli block 13.
CC(C)(C)N(NC(=O)OCc1ccccc1)C(=O)c1ccccc1 was read as E-sel inducer -0.1, Xi reactivation 0.0, RAD54 branch -6 and FN deposit inh -6.
`Cc1cc(C(=O)Nc2cccc3c2O[C@H](CN(C)C(=O)Nc2cccc4ccccc24)[C@@H](C)CN([C@@H](C)CO)C3=O)n(C)n1` gave E-sel inducer 0.3, Xi reactivation 0.5, esBAF inh -6 and EWS-Fli block 1.
For O=C(NCCc1cnc[nH]1)c1ccc(-c2ccccc2)cc1 the results were E-sel inducer 24, Xi reactivation 0.1, RAD54 branch -3, FN deposit inh -3, RAD52 inh -10, S100A4 MyoIIA -2, esBAF inh 10 and EWS-Fli block -30.
COCCCn1c(C(=O)Nc2ccc3c(c2)OCO3)cc2c(=O)n3ccccc3nc21 was read as Xi reactivation 0.0, RAD54 branch -15, FN deposit inh 5, RAD52 inh -15, S100A4 MyoIIA -3 and esBAF inh 7.
For C#CNC(=O)C1(CC=C)CCNCC1 the results were E-sel inducer 0.0, Xi reactivation 0.1, RAD54 branch 4, FN deposit inh -12, RAD52 inh -11, S100A4 MyoIIA -4, esBAF inh 5 and EWS-Fli block -8.
For NC(=O)N/N=C/c1cn(-c2ccccc2)nc1-c1ccccc1 the results were E-sel inducer -0.3, Xi reactivation -0.1, FN deposit inh 2, RAD52 inh -20, S100A4 MyoIIA -7 and EWS-Fli block -73.
CC(C)NC(=O)Nc1cccc2c1O[C@H](CN(C)Cc1ccc(-c3ccccc3)cc1)[C@@H](C)CN([C@@H](C)CO)C2=O was read as E-sel inducer -0.5, Xi reactivation 0.1, RAD54 branch -5, RAD52 inh 5, S100A4 MyoIIA 1, esBAF inh 2 and EWS-Fli block 0.
Screening O=C(CSC(=S)N1CCSCC1)c1ccccc1 returned Xi reactivation 0.0, FN deposit inh -5, RAD52 inh -8, S100A4 MyoIIA 1 and EWS-Fli block -29.
For COc1cc(/C=C/C2=NNC(=O)CC2)cc(OC)c1OC the results were E-sel inducer -0.3, Xi reactivation 0.2, RAD54 branch 12, FN deposit inh 4, RAD52 inh 6, S100A4 MyoIIA -5, esBAF inh -8 and EWS-Fli block 5.
For CCCNC(=O)N1CC2(C1)CN(Cc1ccccc1)[C@H](CO)c1[nH]c3cc(OC)ccc3c12 the results were E-sel inducer 0.1, Xi reactivation 0.0, RAD52 inh -31, S100A4 MyoIIA -1 and EWS-Fli block 8.
For COc1ccc(NC(=O)N(C)C[C@H]2OCCCC[C@@H](C)Oc3ccc(NC(=O)C4CCCCC4)cc3C(=O)N([C@H](C)CO)C[C@H]2C)cc1 the results were E-sel inducer 0.1, Xi reactivation 0.0, RAD54 branch 3, RAD52 inh -27, S100A4 MyoIIA 12, esBAF inh 1 and EWS-Fli block 5.
Screening CCc1c(C(=O)NN2C(=O)C3CCCCC3C2=O)csc1C (stereo not given) returned Xi reactivation -0.1, RAD52 inh -2, S100A4 MyoIIA -2 and EWS-Fli block 65*.
CN1/C(=C\C(=O)C[n+]2cccc(Br)c2)C(C)(C)c2ccccc21 was read as E-sel inducer 0.6, Xi reactivation 0.1, FN deposit inh 4, RAD52 inh -26, S100A4 MyoIIA -46 and EWS-Fli block 22.
Screening CC(C)C1CC2=C(C(=O)OC(C)(C)O2)C(c2ccc(Cl)cc2)O1 (stereo not given) returned Xi reactivation 0.2, RAD54 branch -5, FN deposit inh 2, RAD52 inh -3, S100A4 MyoIIA 2, esBAF inh 8 and EWS-Fli block 3.
`CCc1cc2c(N3CCN(C(=O)c4ccco4)CC3)ncnc2s1` gave E-sel inducer 4.2, Xi reactivation -0.1, RAD54 branch 4, FN deposit inh -4, RAD52 inh -9, S100A4 MyoIIA -3, esBAF inh 2 and EWS-Fli block 5.
O=c1c2ccc([N+](=O)[O-])cc2ncn1Cc1ccccc1C(F)(F)F was read as Xi reactivation 0.4, RAD52 inh -10, S100A4 MyoIIA -6 and EWS-Fli block 11.
`CCC(=O)Nc1ccc2c(c1)C(=O)N(C)[C@H]1CC[C@H](CC(=O)NCCOC)O[C@@H]1CO2` gave E-sel inducer -0.2, Xi reactivation 0.4, RAD54 branch -4, FN deposit inh -12, RAD52 inh 10, S100A4 MyoIIA 3, esBAF inh 0 and EWS-Fli block -5.
CC=Cc1ccc2n(c1=O)C[C@@H]1[C@@H](CO)[C@H](C(=O)NC3CCC3)N(CC)[C@H]21 (mixture of isomers) was read as E-sel inducer -0.7, Xi reactivation 0.1, RAD54 branch -15, RAD52 inh -3, S100A4 MyoIIA -8, esBAF inh -4 and EWS-Fli block 2.
`Cc1cccc(/C=C\c2nc3ccccc3c(=O)[nH]2)c1` gave E-sel inducer -0.1, Xi reactivation 0.0, RAD54 branch 1, FN deposit inh 2, RAD52 inh -25, S100A4 MyoIIA -3 and EWS-Fli block 26.
O=C(O)c1cccc(-n2cccc2/C=C2/NC(=O)N(c3cccc(Cl)c3)C2=O)c1 was read as Xi reactivation 0.0, FN deposit inh -5, RAD52 inh -73, S100A4 MyoIIA 3 and EWS-Fli block -2.

Fetched by compound from the entries so far (two):
O=C(O)c1cccc(-n2cccc2/C=C2/NC(=O)N(c3cccc(Cl)c3)C2=O)c1 was read as Xi reactivation 0.0, FN deposit inh -5, RAD52 inh -73, S100A4 MyoIIA 3 and EWS-Fli block -2.
Screening CCc1c(C(=O)NN2C(=O)C3CCCCC3C2=O)csc1C (stereo not given) returned Xi reactivation -0.1, RAD52 inh -2, S100A4 MyoIIA -2 and EWS-Fli block 65*.

Other compounds:
`CC(C)(C)NC(=O)C(c1ccc(O)cc1)N(Cc1ccccc1)C(=O)CCC(=O)Nc1nccs1` (stereo not given) gave E-sel inducer -0.1, Xi reactivation 0.1, RAD54 branch 5, FN deposit inh 4, RAD52 inh -15, S100A4 MyoIIA -7, esBAF inh -6 and EWS-Fli block 3.
`COc1ccc(N(C)C(=O)c2sc(Cl)nc2C)cc1` gave Xi reactivation 0.0, RAD54 branch -5, FN deposit inh 9, RAD52 inh -9, S100A4 MyoIIA -1, esBAF inh -2 and EWS-Fli block 10.
For COc1ccc(-c2cnc3c(c2)C(=O)N([C@@H](C)CO)C[C@H](C)[C@H](CN(C)Cc2ccccn2)O3)cc1 the results were E-sel inducer 1.2, Xi reactivation -0.7, RAD54 branch 1, FN deposit inh 2, RAD52 inh 6, S100A4 MyoIIA 14, esBAF inh 4 and EWS-Fli block 1.
For C[C@H]1CN([C@@H](C)CO)C(=O)c2cc(-c3ccccc3)cnc2O[C@H]1CN(C)Cc1ccc(C(=O)O)cc1 the results were E-sel inducer -0.7, Xi reactivation -0.3, RAD54 branch 6, FN deposit inh 7, RAD52 inh 10, S100A4 MyoIIA -52, esBAF inh -3 and EWS-Fli block -4.
COc1cccc(N2CCC(N3CCN(C)C(CCO)C3)CC2)c1 (stereo not given) was read as Xi reactivation 0.0, RAD54 branch 0, FN deposit inh 1, RAD52 inh -15, S100A4 MyoIIA -1, esBAF inh -2 and EWS-Fli block 1.
`Cc1ccc(S(=O)(=O)N2[C@H](CC(=O)OCc3ccccc3)OC[C@@H]2C(C)C)cc1` gave E-sel inducer -0.9, FN deposit inh 2, RAD52 inh 3, S100A4 MyoIIA 8 and EWS-Fli block -1.
`NC(=O)C1(C(N)=O)OC1c1ccc(Cl)c(Cl)c1` (stereo not given) gave E-sel inducer 0.5, Xi reactivation -0.2, RAD54 branch -3, FN deposit inh 7, RAD52 inh -18, S100A4 MyoIIA -5, esBAF inh -7 and EWS-Fli block 6.
For CCCn1cnc2c(SCc3ccc(Cl)cc3)nc(N)nc21 the results were E-sel inducer 0.5, Xi reactivation -0.1, RAD54 branch 7, FN deposit inh 5, RAD52 inh -17, S100A4 MyoIIA -5, esBAF inh 39 and EWS-Fli block -9.
`COc1cc(C(C)=O)ccc1OCC(=O)Nc1ccc2nc(C)sc2c1` gave E-sel inducer -0.4, Xi reactivation 0.5, RAD54 branch -9, RAD52 inh -4, S100A4 MyoIIA -5, esBAF inh 7 and EWS-Fli block -13.
For Cc1ccccc1C(=O)NCCCc1ccccc1 the results were E-sel inducer -1.7, Xi reactivation 0.3, FN deposit inh 5, RAD52 inh -3, S100A4 MyoIIA 1 and EWS-Fli block -24.
C[C@@H]1CCCCO[C@@H](CN(C)Cc2ccc(C(=O)O)cc2)[C@@H](C)CN([C@@H](C)CO)C(=O)c2cc(NC(=O)C3CCCCC3)ccc2O1 was read as E-sel inducer 0.0, Xi reactivation 0.2, RAD54 branch -5, RAD52 inh 6, S100A4 MyoIIA -32, esBAF inh -2 and EWS-Fli block -4.

Screens from PubChem.
